# High-throughput results (PubChem BioAssay)
# VEEV TC-83 Vero: inhibitors of VEEV TC-83 cytopathic effect, confirmation, Vero cells (AID 588727); inhibition, % at 20 µM; hits with a dose series show IC50 in µM; actives 0.13% (n = 350,000); Vero cells, VEEV TC-83 cytopathic effect inhibition; higher % means a stronger effect; in the data active means a potency from the dose series; inconclusive means inhibition mostly from about 14% at the one dose, without a potency; inactive means the rest, 99 in 100 with inhibition below about 12%; further: strong numbers were not always called active
# influenza NS1A: H1N1 influenza NS1A inhibitors, functional cell based assay (AID 504329); inhibition, % at 12.5 µM; hits with a dose series show IC50 in µM; NS1A functional cell-based assay, percent inhibition; higher % means a stronger effect; actives 0.3% (n = 340,000); in the data active means a potency from the dose series; inconclusive means inhibition above about 27% without an active follow-up result; further: strong numbers were not always called active
# tuberculosis growth: growth inhibition of non-replicating M. tuberculosis (AID 488890); Mycobacterium tuberculosis non-replicating, growth inhibition; higher % means a stronger effect; one-dose inhibition, % at 25 µM; IC50 in µM for titrated hits; actives 0.39% (n = 320,000); in the data active means a potency from the dose series; inconclusive means inhibition mostly from about 82% at the one dose, without a potency; inactive means the rest, 99 in 100 with inhibition below about 76%;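 further: plate controls were DMSO cells for no effect and high antibiotic wells for full effect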
# PhoP GFP inhibition: PhoP regulon inhibitors, Salmonella typhi PhoP promoter GFP reporter, confirmatory (AID 1850); Salmonella Typhi PhoP-promoter GFP reporter, fluorescence, 4 h; higher % means a stronger effect; inhibition, % at 50 µM; hits with a dose series show IC50 in µM; actives 0.33% (n = 310,000); in the data active means a potency from the dose series; inconclusive means inhibition mostly from about 25% at the one dose, without a potency; inactive means the rest, 99 in 100 with inhibition below about 19%;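 further: 0% = induced wells with vehicle and 100% = uninduced wells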
# H37Rv inhibition: M. tuberculosis growth inhibition, HTS (AID 449762). one-dose inhibition, % at 25 µM; IC50 in µM for titrated hits. M. tuberculosis H37Rv growth inhibition, 7H9 media; higher % means a stronger effect. actives 0.59% (n = 330,000); in the data active means a potency from the dose series; inconclusive means inhibition above about 70% without an active follow-up result;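 further: bacterial growth assessed after seven days of incubation; strong numbers were not always called active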
# VEEV TC-83 Vero 10K pilot screen: further read-out of VEEV TC-83 Vero, marked with its call; inhibition, %; measured here: 10K pilot screen inhibition
# An asterisk follows results filed as active; i = inactive; ? = inconclusive; . = no result given.
SMILES,VEEV TC-83 Vero,influenza NS1A,tuberculosis growth,PhoP GFP inhibition,H37Rv inhibition,others
COc1ccc2c(Cl)c(C(=O)N/N=C/c3c(C)[nH]c4ccccc34)sc2c1,5.2%,7%,.,-22%,?,VEEV TC-83 Vero 10K pilot screen=5.5
Cc1ccc(S(=O)(=O)Nc2cc(-c3ccccc3)nn2C)cc1Cl,4.0%,.,19%,3%,-4%,
COC(=O)Cn1cnc2c(oc3ccccc32)c1=O,0.8%,-4%,3%,4%,4%,
Cc1ccc(S(=O)(=O)NC(Cc2ccccc2)C(=O)NN)cc1 (centres undefined),2.4%,-5%,21%,-2%,-10%,
CCOC(=O)C1=C(CS(=O)(=O)c2ccc(C)c(C)c2)NC(=O)NC1c1ccc(O)cc1 (centres undefined),4.6%,-6%,10%,3%,-2%,
CC1(C)Cc2c(sc3c2C2=NCCN2C=N3)CS1,0.1%,-21%,-2%,0%,1%,
O=C(CN1CCN(S(=O)(=O)c2ccc(Cl)cc2)CC1)NCC1(N2CCOCC2)CCCCC1,3.2%,-4%,20%,.,-7%,
CCCCc1nnc(NC(=O)C2CC(=O)N(c3ccc4c(c3)OCCO4)C2)s1 (centres undefined),0.4%,1%,48%,-8%,9%,
Cc1nc(N2CCC(C)CC2)c2c(C)c(C(=O)Nc3ccc(C(F)(F)F)cc3)sc2n1,3.1%,-4%,2%,-8%,8%,
CCOC(=O)c1cc2c(=O)c3cc(C)ccc3oc2nc1C,1.0%,-11%,-7%,-7%,-1%,
CCOC(=O)c1c(C)[nH]c(C(=O)CSc2nc3ccccc3o2)c1C,1.6%,-3%,-4%,-8%,1%,
O=C(NCc1cccnc1)c1ccc(COc2ccc3c(c2)CCC3)o1,i,6%,38%,-5%,-3%,
Cc1ccc(C)c(N2CCN(C(=O)Nc3ccc4c(c3)N(C)C(=O)CS4)CC2)c1,2.7%,12%,73%,-5%,59%,
Cc1ccc(C)c(N2CCN(C(=O)Cn3c(=O)[nH]c4ccsc4c3=O)CC2)c1,6.9%,5%,12%,4%,11%,
O=C(NC1CC1)C1=C[C@@H](c2coc3ccccc3c2=O)C[C@@H](OCCCCO)O1,0.3%,-6%,21%,3%,1%,
N=c1n(CC(=O)c2ccc([N+](=O)[O-])cc2)c2ccccc2n1Cc1ccc(Cl)cc1,5.5%,-1%,10%,-3%,2%,
Cc1cc(C2=NNC(=NC3CC3)SC2)c(C)n1-c1ccccc1,i,13%,.,.,.,
O=C(O)c1ccccc1C(=O)Nc1ccc(-n2nccc2C(F)(F)F)cc1,0.3%,-1%,37%,4%,?,
COc1ccc(/C=N/N2CCN(C)CC2)cc1O,1.0%,-3%,-6%,-1%,-3%,
NS(=O)(=O)c1ccc(N=NN2CCCCC2)cc1,0.7%,2%,3%,-6%,-7%,
Cc1ccc(C(=O)NCCN2C3=NC[C@H](C(C)C)N3C[C@H]2Cc2ccc(O)cc2)cc1Br,0.3%,5%,?,-1%,17%,
O=[N+]([O-])c1ccc(Cl)c(S(=O)(=O)Nc2cccc(-c3ccc(N4CCCC4)nn3)c2)c1,7.6%,-20%,16%,5%,12%,
CCN1CCN(S(=O)(=O)c2cc(OC)c(Cl)cc2OC)CC1,0.6%,8%,1%,4%,-5%,
CC/C(=C\C(=O)c1ccncc1)Nc1ccc(Br)cc1,1.6%,10%,34%,-4%,1%,
Cc1[nH]c2ccccc2c1SCCNC(=O)c1ccc(S(=O)(=O)N2CCCC2)cc1,1.2%,-2%,0%,0%,-4%,VEEV TC-83 Vero 10K pilot screen=1.0
CCCC(=O)Nc1ccc(C(=O)Nc2ccc([N+](=O)[O-])cc2OC)cc1,1.6%,0%,2%,10%,-5%,
CC(=O)NC1(NC(C)=O)CCN(C)C(c2ccccc2)C1C (centres undefined),0.6%,1%,14%,-6%,5%,
COc1ccc(C(=O)Nc2ccc(C)c(S(=O)(=O)N3CCOCC3)c2)cc1S(=O)(=O)N1CCCC1,8.7%,-6%,.,.,.,
C=CCSc1nnc(NC(=O)C23CC4CC(CC(NC(C)=O)(C4)C2)C3)s1,3.6%,-8%,15%,7%,2%,
COc1cc(/C=N/NS(=O)(=O)c2ccccc2)ccc1OS(=O)(=O)c1ccc(C)cc1,0.7%,-8%,9%,-1%,2%,

# Three neighbouring compounds out of the list so far:
SMILES,VEEV TC-83 Vero,influenza NS1A,tuberculosis growth,PhoP GFP inhibition,H37Rv inhibition,others
COc1ccc(C(=O)Nc2ccc(C)c(S(=O)(=O)N3CCOCC3)c2)cc1S(=O)(=O)N1CCCC1,8.7%,-6%,.,.,.,
C=CCSc1nnc(NC(=O)C23CC4CC(CC(NC(C)=O)(C4)C2)C3)s1,3.6%,-8%,15%,7%,2%,
COc1cc(/C=N/NS(=O)(=O)c2ccccc2)ccc1OS(=O)(=O)c1ccc(C)cc1,0.7%,-8%,9%,-1%,2%,

# (further entries)
SMILES,VEEV TC-83 Vero,influenza NS1A,tuberculosis growth,PhoP GFP inhibition,H37Rv inhibition,others
CC(=O)c1c(C)[nH]c(C(=O)N2CCc3ccccc3C2)c1C,9.2%,5%,-11%,12%,-6%,
Cc1cc(NC(=O)c2cccc(S(=O)(=O)N3CCCCCC3)c2)no1,2.4%,21%,24%,-12%,-2%,
COc1ccc(N(CC(=O)NCc2ccc3c(c2)OCO3)C(=O)c2csnn2)cc1,i,2%,-1%,5%,10%,
Cc1c(Cl)c(C(=O)N2CCCc3ccccc32)nn1C,0.7%,1%,-12%,6%,-1%,
COc1ccc(C(=O)CSc2nnc(CNC(=O)c3ccc(OC)cc3)n2C)cc1,i,3%,-12%,1%,4%,
COc1cc(/C=N/NC(=O)C(=O)Nc2ccccn2)ccc1O,0.6%,-7%,5%,-1%,?,
COc1ccc(N2CC(C(=O)Nc3nnc(SCC(=O)NC4CCCC4)s3)CC2=O)cc1 (centres undefined),0.1%,6%,75%,4%,2%,
COc1cc(-c2nnc3sc(-c4cccs4)nn23)cc(OC)c1OC,7.9%,-2%,5%,-17%,5%,
CN1CCN(c2nc3c(c(=O)n(C)c(=O)n3C)n2CCSc2nc3ccccc3s2)CC1,.,.,-9%,12%,-10%,
O=C(Nc1ccccc1F)c1coc(=O)c(Br)c1,0.8%,-6%,3%,5%,-7%,
CCn1c(Oc2ccc(F)cc2)nc2c1c(=O)n(C)c(=O)n2C,4.9%,-5%,8%,0%,2%,
O=C(CN(Cc1cccs1)S(=O)(=O)c1ccc(S(=O)(=O)NC2CCCCC2)cc1)Nc1ccccc1,i,5%,-4%,-6%,-3%,
CCOc1ccccc1C(=O)N[C@H](C(=O)NNC(=O)c1cccs1)C(C)C,7.6%,-10%,-2%,.,-5%,
COc1ccc(CNC(=O)[C@@H]2CC=C[C@@H]3CCN(Cc4ccccc4)C(=O)[C@@H]32)cc1,i,-11%,0%,-3%,3%,
CC1CCCC(C)N1C(=O)CSc1nc2ccccc2s1 (centres undefined),0.5%,0%,40%,-1%,8%,

# Part of the list above in order of count of non-hydrogen atoms, smallest number first.
SMILES,VEEV TC-83 Vero,influenza NS1A,tuberculosis growth,PhoP GFP inhibition,H37Rv inhibition,others
CC1(C)Cc2c(sc3c2C2=NCCN2C=N3)CS1,0.1%,-21%,-2%,0%,1%,
COC(=O)Cn1cnc2c(oc3ccccc32)c1=O,0.8%,-4%,3%,4%,4%,
Cc1c(Cl)c(C(=O)N2CCCc3ccccc32)nn1C,0.7%,1%,-12%,6%,-1%,
CC1CCCC(C)N1C(=O)CSc1nc2ccccc2s1 (centres undefined),0.5%,0%,40%,-1%,8%,
CC(=O)NC1(NC(C)=O)CCN(C)C(c2ccccc2)C1C (centres undefined),0.6%,1%,14%,-6%,5%,
COc1cc(/C=N/NC(=O)C(=O)Nc2ccccn2)ccc1O,0.6%,-7%,5%,-1%,?,
Cc1ccc(S(=O)(=O)Nc2cc(-c3ccccc3)nn2C)cc1Cl,4.0%,.,19%,3%,-4%,
Cc1cc(NC(=O)c2cccc(S(=O)(=O)N3CCCCCC3)c2)no1,2.4%,21%,24%,-12%,-2%,
C=CCSc1nnc(NC(=O)C23CC4CC(CC(NC(C)=O)(C4)C2)C3)s1,3.6%,-8%,15%,7%,2%,
O=C(O)c1ccccc1C(=O)Nc1ccc(-n2nccc2C(F)(F)F)cc1,0.3%,-1%,37%,4%,?,
Cc1ccc(C)c(N2CCN(C(=O)Cn3c(=O)[nH]c4ccsc4c3=O)CC2)c1,6.9%,5%,12%,4%,11%,
O=C(NC1CC1)C1=C[C@@H](c2coc3ccccc3c2=O)C[C@@H](OCCCCO)O1,0.3%,-6%,21%,3%,1%,
N=c1n(CC(=O)c2ccc([N+](=O)[O-])cc2)c2ccccc2n1Cc1ccc(Cl)cc1,5.5%,-1%,10%,-3%,2%,
CCOC(=O)C1=C(CS(=O)(=O)c2ccc(C)c(C)c2)NC(=O)NC1c1ccc(O)cc1 (centres undefined),4.6%,-6%,10%,3%,-2%,
CN1CCN(c2nc3c(c(=O)n(C)c(=O)n3C)n2CCSc2nc3ccccc3s2)CC1,.,.,-9%,12%,-10%,
O=C(CN1CCN(S(=O)(=O)c2ccc(Cl)cc2)CC1)NCC1(N2CCOCC2)CCCCC1,3.2%,-4%,20%,.,-7%,
COc1ccc(C(=O)Nc2ccc(C)c(S(=O)(=O)N3CCOCC3)c2)cc1S(=O)(=O)N1CCCC1,8.7%,-6%,.,.,.,
O=C(CN(Cc1cccs1)S(=O)(=O)c1ccc(S(=O)(=O)NC2CCCCC2)cc1)Nc1ccccc1,i,5%,-4%,-6%,-3%,

# Going on with the list.
SMILES,VEEV TC-83 Vero,influenza NS1A,tuberculosis growth,PhoP GFP inhibition,H37Rv inhibition,others
Cc1ccc(C(=O)Nc2ncccc2O)cc1S(=O)(=O)N1CCCCC1,0.9%,-3%,34%,-17%,-2%,
CCc1ccc(-n2c(SCC(=O)N3CCC(C(=O)O)CC3)nnc2-c2ccncc2)cc1,0.4%,1%,-4%,6%,-2%,
Cc1cc(OC(C)C(=O)N2CCN(c3ccc(F)cc3)CC2)c2c(C)c(C)c(=O)oc2c1 (centres undefined),1.0%,7%,-9%,2%,-1%,
N#CC(c1ccc(Cl)nn1)c1ccc(Cl)cc1Cl (centres undefined),0.4%,-4%,25%,9%,-4%,VEEV TC-83 Vero 10K pilot screen=0.0
Cc1ccc(CNC(=O)Nc2ccc(F)cc2)n1C,0.1%,10%,2%,3%,-1%,
CCC1CCCCN1C(=S)NC(=O)c1cccs1 (centres undefined),i,-18%,.,.,.,
CCOc1ccccc1NC(=O)C(OC(=O)c1cnccn1)c1ccccc1 (centres undefined),2.4%,-4%,4%,0%,14%,
COC1=CCC2([N+](=O)[O-])CN(CC(=O)O)CC1([N+](=O)[O-])C2 (centres undefined),0.0%,-8%,2%,4%,-6%,
Cc1ccc2c(c1)COc1c3ccc(C(=O)N[C@@H](C)CO)cc3nn1-2,3.2%,8%,-14%,4%,6%,
O=C(CN1CCCCC1)c1cccc(Br)c1,0.0%,-1%,0%,-9%,-6%,
O=c1c2ccccc2c(-c2ccccc2)nn1Cc1ccc(Cl)cc1,0.2%,5%,-11%,4%,4%,VEEV TC-83 Vero 10K pilot screen=0.1
CCOC(=O)c1ccc(NC(=O)c2nc[nH]c2C(=O)N(C)Cc2ccccc2)cc1,0.2%,10%,46%,-12%,7%,
COC(=O)Cc1c[nH]c2cccc(OCC(O)CN(Cc3ccccc3)C(C)C)c12 (centres undefined),2.4%,2%,26%,8%,7%,
O=C(O)c1ccc(NC2=C(Cl)C(=O)c3ccccc3C2=O)cc1,12%,-7%,46%,28%,3%,
O=C(O)c1[nH]c2ccc(Cl)cc2c1CC(=O)N1CCN(c2ccccc2)CC1,1.0%,2%,12%,11%,-4%,
COc1ccc(N2CCN(S(=O)(=O)c3ccc(OC)cc3)CC2)cc1,2.0%,6%,4%,-8%,-6%,
OC(CNCC1(N2CCCCC2)CCCCC1)COc1ccc(Cl)cc1Cl (centres undefined),i,0%,68%,10%,5%,
CC(C)NC(=O)CSc1nnc(-c2ccc(C(C)(C)C)cc2)n1C,0.4%,-15%,11%,-3%,-1%,
Cc1ccc2[nH]c(C(=O)NN=C3CCCCC3)c(-c3ccccc3)c2c1,3.0%,8%,53%,-2%,29µM*,
Cc1ccc2[nH]c(O)c(N=Nc3nc4ccccc4s3)c2c1,9.3%,-3%,46%,14%,11%,
CC(=O)N(Cc1cc(=O)[nH]c2ccccc12)c1ccc(C)cc1,1.5%,-9%,15%,2%,0%,
O=C(O)c1ccccc1C(=O)NCc1ccccc1,4.8%,-13%,5%,-8%,-8%,
